SSB-PriA inh: inhibitors of Klebsiella pneumoniae PriA binding to SSB C-terminal tail; AlphaScreen SSBct-PriA binding, biotinylated peptide; inhibition, % at 33 µM; 430,000 compounds, 0.6% hits; in the data active means inhibition mostly above about 37%, no sharp cut-off; inactive means mostly below about 20%;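 further: plate controls were negative control peptide for no effect and reference peptide for full effect; strong numbers were not always called active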
Numbers without * were called inactive; & = joins results of further samples. These rows are one share of the data; count on the stated rates, not on these rows.

Screening COc1ccc2oc(-c3csc(NC(=O)COc4ccccc4)n3)cc2c1 returned SSB-PriA inh -11.
Screening COc1ccc(S(=O)(=O)n2ccnc2)cc1C(C)C returned SSB-PriA inh -13.
For O=C(c1cc(-c2cccs2)[nH]n1)N1CCS[C@H](c2ccccc2F)CC1 the results were SSB-PriA inh 0.
`CCCCC(=O)NN=Cc1c(O)n(-c2ccccc2)c(=O)[nH]c1=O` gave SSB-PriA inh -6.
`O=C(CSc1nnc2ccc(-c3ccc(Cl)cc3)nn12)NCc1ccccc1` gave SSB-PriA inh 7.
`CCS(=O)(=O)c1ccc(-c2ccc(NC(=O)c3ccc(S(=O)(=O)N4CCOCC4)cc3)cc2)nn1` gave SSB-PriA inh 5.
`Cc1ccccc1C(=O)Nc1c(C)nc2sc(C)c(C)n2c1=O` gave SSB-PriA inh -15.
CC(=NNC(=O)C1(C)NC(C)(C)Cc2ccccc21)c1ccccc1 (stereo not drawn) was read as SSB-PriA inh 0.
Screening Cc1cccc(C(=O)Nc2cccc(C(=O)NN=Cc3ccc4c(c3)OCO4)c2)c1 returned SSB-PriA inh -9.
`Cc1cccc(Nc2ccc(N3CCN(S(=O)(=O)c4c(C)noc4C)CC3)nn2)n1` gave SSB-PriA inh -23.
Screening Cc1cccc(NC(=O)C(=O)NCCN2CCOCC2)c1C returned SSB-PriA inh -3.
For COc1ccccc1NC(=O)N1CCCC(Cc2nc(-c3ccsc3)no2)C1 (stereo not drawn) the results were SSB-PriA inh -7.
O=C(C1CCCN(c2ccc(-n3cncn3)nn2)C1)N1CCN(S(=O)(=O)C2CC2)CC1 (stereo not drawn) was read as SSB-PriA inh 0.
Screening O=C1c2ccccc2C(=O)N1N=Cc1ccc(O)c(O)c1O returned SSB-PriA inh 12.
`CN(C)c1ccc(CCCNC(=O)c2ccccc2F)cc1` gave SSB-PriA inh 12.
For Cc1nn(C)c(C)c1C(=O)NCc1nnc2ccc(-c3cccs3)nn12 the results were SSB-PriA inh -5.
`O=C(NCCn1ccn2nccc12)c1cc(C2CC2)on1` gave SSB-PriA inh -9.
`CCSc1cccc(C(=O)Nc2nnc(-c3ccccc3OC)o2)c1` gave SSB-PriA inh -19.
Cc1cccc(Cn2cnc3c(cnn3CCNC(=O)C34CC5CC(CC(C5)C3)C4)c2=O)c1 was read as SSB-PriA inh 4.
For CCCCN1C(SCC(=O)NCCC2=CCCCC2)=NS(=O)(=O)c2ccccc21 the results were SSB-PriA inh 5.
`COc1ccc(C(=O)Nc2oc3ccccc3c(=O)c2-c2ccc(F)cc2)cc1OC` gave SSB-PriA inh -23.
For COc1cccc(C(=O)Nc2cc(C)nn2-c2nc3ccc(F)cc3s2)c1OC the results were SSB-PriA inh -9&-1.
Screening CN(C)[C@@H](CNC(=O)C(=O)Nc1ccc2c(c1)OCO2)c1ccc(F)cc1 returned SSB-PriA inh 8.
`COc1ccc(S(=O)(=O)NC[C@@H](c2ccsc2)N2CCN(C)CC2)c(C)c1` gave SSB-PriA inh -3.
CC(C)c1noc(-c2ccn3c(CC(=O)Nc4ccc(F)cc4)nnc3c2)n1 was read as SSB-PriA inh 9.
COc1cccc2sc(N(Cc3ccccn3)C(=O)CCSc3ccc(C)cc3)nc12 was read as SSB-PriA inh -25&-13.
`CCCS(=O)(=O)Nc1ccc2c(c1)N(CCC(C)C)C(=O)C(C)(C)CO2` gave SSB-PriA inh -5.
For COc1ccc(N2CCN(C(=O)/C=C/c3ccccc3)CC2)nn1 the results were SSB-PriA inh -9.
`Cc1cc(C(=O)CSc2nnnn2-c2ccccc2)c(C)n1-c1cc(F)ccc1F` gave SSB-PriA inh 5.
For CCCCn1c(O)c(C=Nc2cccc(C(F)(F)F)c2)c(C)c(C#N)c1=O the results were SSB-PriA inh -6&-4.

An excerpt from above in order of molecular weight, low to high:
Screening CN(C)[C@@H](CNC(=O)C(=O)Nc1ccc2c(c1)OCO2)c1ccc(F)cc1 returned SSB-PriA inh 8.
For COc1cccc(C(=O)Nc2cc(C)nn2-c2nc3ccc(F)cc3s2)c1OC the results were SSB-PriA inh -9&-1.
`Cc1cc(C(=O)CSc2nnnn2-c2ccccc2)c(C)n1-c1cc(F)ccc1F` gave SSB-PriA inh 5.
For CCCCN1C(SCC(=O)NCCC2=CCCCC2)=NS(=O)(=O)c2ccccc21 the results were SSB-PriA inh 5.

New compounds follow
For CSc1ncccc1C(=O)N1CCC(CNC(=O)c2ccsc2)CC1 the results were SSB-PriA inh -16.
Screening O=C(Nc1ccc(Br)cc1F)c1cn[nH]n1 returned SSB-PriA inh -8.
For CC(=O)N1CCN(C2=NC(=O)/C(=C\c3ccc(-c4ccc(Cl)c(Cl)c4)o3)S2)CC1 the results were SSB-PriA inh -5.
S=c1[nH]nc(COc2ccccc2)n1N=Cc1ccc(Cl)cc1Cl was read as SSB-PriA inh 5.
`CCOC(=O)C(C#N)=CNc1cc(C(=O)OCC)cc2c(OC)c(OC)ccc12` gave SSB-PriA inh -12.
For O=C(Cn1nc(-c2ccc(Cl)cc2)ccc1=O)N1CCCCCC1 the results were SSB-PriA inh -8.
NC(Cc1ccc([N+](=O)[O-])cc1)=NOC(=O)COc1ccccc1Cl was read as SSB-PriA inh -4.
For O=C(CSc1c(-c2ccccc2)[nH]c2ccccc12)Nc1ccccc1C(F)(F)F the results were SSB-PriA inh 10.
For O=C1c2cc(S(=O)(=O)Nc3ccccn3)ccc2-c2ccc(S(=O)(=O)Nc3ccccn3)cc21 the results were SSB-PriA inh 5.
O=C(COc1ccc(Cl)cc1)Nc1ccc2c(c1)N(S(=O)(=O)c1ccc(F)cc1)CCC2 was read as SSB-PriA inh -10.
Cc1[nH]c2ccccc2c1C=NNC(=O)CNC(=O)c1ccc2c(c1)OCCO2 was read as SSB-PriA inh 11.
CC(C)c1ccc(NC(=O)C(=O)NCC[C@H](O)C2CC2)cc1 was read as SSB-PriA inh -19.
For Cc1ccc(C(=O)CSc2cccc3cccnc23)c(C)c1 the results were SSB-PriA inh 17.
Screening O=C(Cc1cccc2ccccc12)NN=Cc1ccc(OC(=O)/C=C/c2ccco2)cc1 returned SSB-PriA inh -5.
`CC(C)Oc1ccc(C(=O)Nc2ccc3c(c2)N(C)C(=O)C(C)(C)CO3)cc1` gave SSB-PriA inh 29.

Gathered by group, the compounds so far containing a thiophene ring, fused or not.
For O=C(c1cc(-c2cccs2)[nH]n1)N1CCS[C@H](c2ccccc2F)CC1 the results were SSB-PriA inh 0.
For COc1ccccc1NC(=O)N1CCCC(Cc2nc(-c3ccsc3)no2)C1 (stereo not drawn) the results were SSB-PriA inh -7.
For Cc1nn(C)c(C)c1C(=O)NCc1nnc2ccc(-c3cccs3)nn12 the results were SSB-PriA inh -5.
`COc1ccc(S(=O)(=O)NC[C@@H](c2ccsc2)N2CCN(C)CC2)c(C)c1` gave SSB-PriA inh -3.
For CSc1ncccc1C(=O)N1CCC(CNC(=O)c2ccsc2)CC1 the results were SSB-PriA inh -16.

The results go on:
O=C(NCCN1CCN(c2ccc(Cl)cc2)CC1)c1ccncc1 was read as SSB-PriA inh 4.
c1cncc(CSc2nnc(-c3ccc4c(c3)OCCO4)o2)c1 was read as SSB-PriA inh -25.
Screening Cc1ccc(NC(=O)CC(N)=NOC(=O)Nc2cccc(Cl)c2)cc1 returned SSB-PriA inh 1.
`COc1ccccc1C(=O)Nc1nc(-c2nnn(-c3ccccc3Br)c2C)ns1` gave SSB-PriA inh -7.
Screening COC(=O)c1ccccc1NS(=O)(=O)c1cccc2cccnc12 returned SSB-PriA inh -8.
Screening CC(=NNC(=O)CCc1ccccc1)c1ccc(Br)cc1 returned SSB-PriA inh -6.
Screening COc1ccc2c(=O)c(Oc3ccc(C(=O)Nc4nc5ccccc5[nH]4)cc3)c(C)oc2c1 returned SSB-PriA inh -4.
`CCOc1ccc(NC(=O)C2=Cc3cc(OC)ccc3OC=C2)cc1` gave SSB-PriA inh -3.
Screening CC(C(=O)O)n1cnc2ccccc21 (stereo not drawn) returned SSB-PriA inh -2.
Screening COc1cccc2cc(-c3nnc(NC(=O)Cc4ccccc4)o3)oc12 returned SSB-PriA inh 9.
Screening COc1ccc(Br)cc1C=NNc1ccc(Cl)c(C(=O)O)c1 returned SSB-PriA inh -6.
For O=C(CSc1nc2ccccc2[nH]1)c1ccc(OC(F)F)cc1OC(F)F the results were SSB-PriA inh -2.
Screening CCOC(=O)C1CCCN(c2ccc(S(=O)(=O)Cc3ccc(Cl)cc3)nn2)C1 (stereo not drawn) returned SSB-PriA inh -22.
For CCOc1ccc(CC(=O)NCC2(CO)CC2)cc1 the results were SSB-PriA inh -3.
Screening O=C(NCc1ccc2c(c1)OCO2)C(=O)Nc1ccc(F)c(Cl)c1 returned SSB-PriA inh -8.
Cc1cc(NC(=O)/C=C/c2ccccc2)n(C(C)C)n1 was read as SSB-PriA inh -1.
Screening O=S(=O)(c1ccc(Cl)c(NC(=S)NN=Cc2ccc(O)cc2)c1)N1CCOCC1 returned SSB-PriA inh -1.
For CCCN1C(=O)C(C)(C)COc2ccc(NC(=O)COCC)cc21 the results were SSB-PriA inh 20.
For CC(=NNC(=S)NCc1ccccc1)c1ccc2ccccc2c1 the results were SSB-PriA inh 14.
COc1cccc(/C=C2\SC(N)=NC2=O)c1 was read as SSB-PriA inh -8.
Screening CCOc1ccccc1C(=O)Nc1ccc2c(c1)NC(=O)C(C)(C)CO2 returned SSB-PriA inh 10.
Cc1ccc(CNC(=O)C(=O)NCC2COC3(CCCC3)O2)cc1 (stereo not drawn) was read as SSB-PriA inh -6.
COc1ccc(C(=O)NC[C@](C)(O)CSC)cc1OC was read as SSB-PriA inh -15.
Screening Cn1nc(C(=O)N2CCN(C(c3ccccc3)c3ccccc3)CC2)ccc1=O returned SSB-PriA inh -9.
Screening O=C(Cc1csc(-n2cccc2)n1)Nc1cccnc1 returned SSB-PriA inh -10.
`O=C(NCc1ccccc1)c1sccc1S(=O)(=O)N1CCN(c2ccc(Cl)cc2)CC1` gave SSB-PriA inh -14.
For Cc1ccc(OCC(=O)NN=Cc2cn[nH]c2-c2ccc(Cl)c(Cl)c2)cc1 the results were SSB-PriA inh -1.
For O=C(Nc1ccc2c(c1)C(=O)NC2=O)c1ccc([N+](=O)[O-])cc1 the results were SSB-PriA inh -2.
For Cc1ccc(N(CC(=O)NN=Cc2cc(C)n(-c3ccccc3)c2C)S(C)(=O)=O)c(C)c1 the results were SSB-PriA inh 10.
O=C(CSc1nnc2scc(-c3ccc(Cl)cc3)n12)Nc1nc(-c2ccccc2)ns1 was read as SSB-PriA inh 1.
CCCN(CCC)S(=O)(=O)c1ccc(C(=O)NCC(=O)NNC(=S)Nc2ccc(Cl)c(Cl)c2)cc1 was read as SSB-PriA inh 6.
Screening COCCOCc1ccc(O)c2ncccc12 returned SSB-PriA inh 114*.
Screening COc1ccc(C(=O)N(Cc2cccs2)Cc2cccn2C)cc1F returned SSB-PriA inh 15.
COC(=O)c1ccc2c(=O)n(CC(C)c3ccccc3)c(=S)[nH]c2c1 (stereo not drawn) was read as SSB-PriA inh -4.
Cc1cc(=O)[nH]c(NC(=O)c2ncc(-c3ccccc3)o2)n1 was read as SSB-PriA inh -4.
For CCOC(=O)c1cnn(Cc2ccc(Cl)cc2)c1N the results were SSB-PriA inh -18.
Cc1cc(NC(=O)c2ccc3c(c2)OCCO3)n(C)n1 was read as SSB-PriA inh -11.
For O=C(NN=Cc1ccc(-c2ccccc2[N+](=O)[O-])o1)C1COc2ccccc2O1 (stereo not drawn) the results were SSB-PriA inh 16.
For CC(=NNC(=O)Cc1cccs1)c1ccco1 the results were SSB-PriA inh -11.
`CS(=O)(=O)c1ccc(CCC(=O)N(CCc2cccs2)Cc2ccoc2)cc1` gave SSB-PriA inh 5.
Clc1ccc(CN2CCC(c3nc4ccccc4[nH]3)CC2)c(Cl)c1 was read as SSB-PriA inh -9&7.
`CC(=O)C(C)n1c(=O)c2c(nc3n(CC4CCCO4)c(C)cn23)n(C)c1=O` (stereo not drawn) gave SSB-PriA inh -5.
For COc1ncc(NC(=O)c2cc(C)ccc2C)cn1 the results were SSB-PriA inh -9.
`O=C(c1ccccc1)c1cc(Br)ccc1NC(=O)C1CC1` gave SSB-PriA inh 2.
`COc1cc(C(=O)Nc2ccc3c(c2)CN(C(=O)c2ccco2)CC3)cc(OC)c1OC` gave SSB-PriA inh 13.

Reprinted at random: five records from the list
`COc1cc(C(=O)Nc2ccc3c(c2)CN(C(=O)c2ccco2)CC3)cc(OC)c1OC` gave SSB-PriA inh 13.
Screening COCCOCc1ccc(O)c2ncccc12 returned SSB-PriA inh 114*.
`O=C(c1ccccc1)c1cc(Br)ccc1NC(=O)C1CC1` gave SSB-PriA inh 2.
For CCOC(=O)c1cnn(Cc2ccc(Cl)cc2)c1N the results were SSB-PriA inh -18.
`CC(=O)C(C)n1c(=O)c2c(nc3n(CC4CCCO4)c(C)cn23)n(C)c1=O` (stereo not drawn) gave SSB-PriA inh -5.

Later entries
CN(C)CCN(C(=O)Nc1cccc(Cl)c1)C1CCOCC1 was read as SSB-PriA inh -25.
For CC[C@H](Sc1nncn1C)C(=O)Nc1nnc(-c2ccc(F)cc2)s1 the results were SSB-PriA inh 1.
For O=C(NCCCO)C(=O)Nc1cccc(N2CCCS2(=O)=O)c1 the results were SSB-PriA inh -7.
`CCN(CC)c1ccc(C=NNC(=S)NCc2ccco2)cc1` gave SSB-PriA inh 30.
CCCS(=O)(=O)N1CCCc2cc(NS(=O)(=O)CCc3ccc(OC)cc3)ccc21 was read as SSB-PriA inh 0.
Screening COc1ccccc1-c1nnc(N)o1 returned SSB-PriA inh -7.
For C#CCOC(=O)CNS(=O)(=O)c1ccc([N+](=O)[O-])cc1 the results were SSB-PriA inh -5.
Cc1ccc(C)c(OCC(=O)Nc2c(C)cccc2C(C)C)c1C was read as SSB-PriA inh -2.
`O=C(NCC(=O)c1cccs1)c1ccc(COc2ccccc2)o1` gave SSB-PriA inh -27.
For CCn1c(C=NNC(=O)c2ccc(OC)cc2)nc2ccccc21 the results were SSB-PriA inh 0.
For COC(=O)c1sc2ccccc2c1NC(=O)c1ccccc1NS(=O)(=O)c1ccc(C)cc1 the results were SSB-PriA inh -20.
O=C(Nc1ccon1)c1c[nH]c(=O)n(Cc2ccc3c(c2)OCO3)c1=O was read as SSB-PriA inh -19.
`CC(=O)OCC(=O)CC12CC3CC(CC(C3)C1)C2` gave SSB-PriA inh -3.
Screening CN(C)c1ccc(C=NNC(=O)c2ccc(Cn3cc(Br)cn3)o2)cc1 returned SSB-PriA inh 9.

Assay outcomes: PubChem BioAssay, Small Molecule Screening Facility, UW Madison
